TLR4-MyD88 BLA: inhibitors of TLR4-MyD88 association in cells, primary screen, cell-based, HeLa CL3-4, BLA complementation, FRET ratio; inhibition, % at 8.4 µM; actives 0.18% (n = 200,000); HeLa CL3-4 TLR4/MyD88 BLA complementation; Toll-like receptor 4 (Homo sapiens) + Myeloid differentiation primary response protein …; in the data active means inhibition above about 25%;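 further: 0% = vehicle and 100% = reference inhibitor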
PPARg SRC-2 ag: agonists of PPARg-SRC-2 recruitment, primary screen, biochemical, HTS; Peroxisome proliferator-activated receptor gamma (Homo sapiens), P37231; PPARgamma LBD-SRC-2 recruitment; activation, % at 8 µM; actives 0.34% (n = 200,000); AID 1032, 2008; in the data active means activation above about 22%;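 further: 0% = vehicle and 100% = reference agonist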
Target sequence (P37231 whole entry, looked up, the tested form may be a part): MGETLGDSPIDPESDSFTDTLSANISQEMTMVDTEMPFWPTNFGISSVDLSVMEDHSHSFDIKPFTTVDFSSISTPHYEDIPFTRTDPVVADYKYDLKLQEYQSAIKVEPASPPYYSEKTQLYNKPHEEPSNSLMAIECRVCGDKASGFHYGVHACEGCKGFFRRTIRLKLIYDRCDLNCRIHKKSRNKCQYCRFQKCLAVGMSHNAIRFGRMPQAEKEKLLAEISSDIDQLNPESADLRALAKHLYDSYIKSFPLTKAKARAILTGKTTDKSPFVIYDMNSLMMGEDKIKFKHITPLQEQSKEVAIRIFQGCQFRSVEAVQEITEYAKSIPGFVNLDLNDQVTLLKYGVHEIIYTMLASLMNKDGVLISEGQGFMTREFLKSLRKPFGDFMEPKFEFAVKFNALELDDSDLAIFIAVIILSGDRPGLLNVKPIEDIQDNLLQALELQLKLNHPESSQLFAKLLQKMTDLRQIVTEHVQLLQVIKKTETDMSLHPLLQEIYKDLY
TR-FRET SRC-2 ct: TR-FRET signal artefacts, primary screen, artefact control for PPARgamma SRC-2 agonist project, biochemical | TR-FRET artefact counter-screen; active compounds read high | TR-FRET ratio at 8 µM | actives 0.4% (n = 200,000); in the data active means TR-FRET ratio above about 2000; further: inactives centre near 1500
L major viab: Leishmania major promastigote growth inhibition, primary screen; Leishmania major promastigotes, resazurin fluorescence viability; inhibition, % at 10 µM; actives 9% (n = 200,000); AID 1063, 2008; in the data active means inhibition above about 50%;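 further: promastigotes grown with compound for 44 hours at 28 °C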
S1P3 antag: S1P3 receptor antagonists, primary screen, cell-based; actives 0.27% (n = 170,000); CHO S1P3 NFAT-BLA reporter, FRET fluorescence, antagonist mode; inhibition, % at 4.98 µM;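 active means inhibition above the plate cutoff, the mean inhibition of test wells on that plate plus 3 SD, cut at about 28% in these data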;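 further: cells challenged with S1P at its EC80 of 0.8 µM; blue over green emission ratio from cleaved BLA substrate after 4 h stimulation; 0% = S1P-stimulated wells and 100% = unstimulated DMSO-only wells; some compounds past the cut are filed as inactive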
bIAP inhibitor: bovine intestinal alkaline phosphatase inhibitors, primary screen, selectivity assay for TNAP inhibitor project, biochemical, bovine IAP, CDP-star luminescence; purified bovine IAP, 30 min; alkaline phosphatase, intestinal [Bos taurus]; inhibition, % at 20 µM; 190,000 tested, under 10 active;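 active means over 50% inhibition of intestinal alkaline phosphatase at 20 µM in the single-dose screen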
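Assay system – bovine IAP enzyme · Quantity – bovine IAP at 1/65,000,000 final dilution · Detection – CDP-star luminescence signal · Times – 30 min reaction at room temperature · Also added – CDP-star substrate at 30 µM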
DTT redox prof: compounds producing H2O2 with reducing agent – biochemical, NIH compound library profiling, artefact control for MLSCN library redox annotation, primary screen; AID 878, 2007; actives 0.03% (n = 200,000); activation, % at 10 µM; DTT-dependent redox cycling H2O2, phenol red/HRP absorbance; 100% = 100 µM peroxide control, 0% = buffer;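 active means activation of at least 50% relative to the plate's high and low controls in the primary single-dose screen; inactive means activation below 50%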;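 further: compound incubated with DTT at 0.8 mM final as the reducing agent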
bIAP activator: bovine intestinal alkaline phosphatase activators, primary screen, biochemical, bovine IAP, CDP-star luminescence | alkaline phosphatase, intestinal [Bos taurus] | purified bovine IAP, 30 min; active compounds read high; fold of DMSO-control signal, blank-subtracted | activation factor at 20 µM | actives 0.17% (n = 200,000);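 active means activation factor of 2 or more at 20 µM, a signal rise over negative controls twice the positive control's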
PPARg SRC1 recr: PPARgamma agonists recruiting SRC-1 coactivator, primary screen, biochemical; Peroxisome proliferator-activated receptor gamma (Homo sapiens), P37231; PPARgamma-SRC-1 coactivator recruitment biochemical assay; activation, % at 8 µM; actives 0.41% (n = 200,000); AID 631, 2007; in the data active means activation above about 19%;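 further: 0% = DMSO and 100% = reference agonist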
ROMK mod: ROMK potassium channel modulators, primary screen, cell-based, thallium flux, MLSMR library | Tet-inducible ROMK, thallium flux fluorescence; actives lie on both sides | B-score at 10 µM | ATP-sensitive inward rectifier potassium channel 1 (Homo sapiens), P48048 | actives 2% (n = 130,000);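 active means signal ratio slope over the read window, or its plate-corrected B-score, at least 3 SD from the plate mean, either direction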;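 further: B-score of the F/F0 ratio slope over 7 to 12 s after thallium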
Target sequence (P48048 whole entry, looked up): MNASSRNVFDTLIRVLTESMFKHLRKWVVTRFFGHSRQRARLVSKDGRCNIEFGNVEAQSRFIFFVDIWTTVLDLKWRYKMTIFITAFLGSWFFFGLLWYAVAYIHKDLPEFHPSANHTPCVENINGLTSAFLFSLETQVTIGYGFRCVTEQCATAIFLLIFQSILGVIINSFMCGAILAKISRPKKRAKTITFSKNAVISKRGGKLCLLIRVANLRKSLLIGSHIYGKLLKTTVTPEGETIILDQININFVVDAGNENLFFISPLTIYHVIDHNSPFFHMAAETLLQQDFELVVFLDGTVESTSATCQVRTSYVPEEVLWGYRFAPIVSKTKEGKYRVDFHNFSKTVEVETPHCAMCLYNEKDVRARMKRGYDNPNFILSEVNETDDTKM
PPARg SRC3 recr: PPARgamma agonists recruiting SRC-3 coactivator, primary screen, biochemical; actives 0.26% (n = 200,000); activation, % at 8 µM; biochemical PPARgamma/SRC-3 coactivator recruitment assay; Peroxisome proliferator-activated receptor gamma (Homo sapiens), P37231; in the data active means activation above about 23%;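 further: 0% = DMSO and 100% = reference agonist; some compounds past the cut are filed as inactive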
An asterisk follows results filed as active; / = not tested or not shown. Compounds as they come; any-hit rate near 11%.

smiles	TLR4-MyD88 BLA	PPARg SRC-2 ag	TR-FRET SRC-2 ct	L major viab	S1P3 antag	bIAP inhibitor	DTT redox prof	bIAP activator	PPARg SRC1 recr	ROMK mod	PPARg SRC3 recr
COCCCNC(NC(=O)c1ccc(Cl)cc1)C(Cl)(Cl)Cl (stereo not drawn)	9	2	1494	-2	/	12	-7.9	0.9	1	/	12
O=S(=O)(c1ccc(N2CCCC2)cc1)C(F)(F)F	9	3	1644	-6	/	2	0.4	1	-6	-0.9	16
O=C(CN1CCC(n2nnc3cc(C(F)(F)F)ccc32)CC1)N1CCc2ccccc21	-7	7	1541	56*	2	8	-0.8	0.9	3	/	3
CC1=C(C#N)CCC(=O)N1Cc1c(C)cc(C)cc1C	-3	-1	1685	-2	/	0	0.9	1	4	/	2
O=C(CN1CCN(C(=O)c2ccco2)CC1)Nc1ccc(Cl)c(S(=O)(=O)N2CCOCC2)c1	-8	7	1421	-3	-2	-3	-0.8	1	4	0.46	0
COc1ccc(C2c3[nH]c4ccccc4c3CCN2CCCn2cccn2)cc1C (stereo not drawn)	1	-3	1657	17	8	2	-0.5	1	-5	-1.4	-4
COc1cc(-c2nc3cnccn3c2Nc2ccc(C(C)C)cc2)ccc1O	-3	7	1703	7	/	16	0.1	0.8	5	-2.2	6
COC(=O)C1=C(C(=O)c2ccc(C)cc2)C(c2ccc(OC)c(OC)c2)n2nnnc2N1 (stereo not drawn)	2	-5	1499	-21	/	7	-0.1	0.9	4	-0.005	-5
COc1ccc(C(=O)/C=C/c2ccc(F)cc2)c(OC(=O)c2ccc([N+](=O)[O-])cc2)c1	1	-5	1290	38	/	30	2.1	0.7	-1	/	-1
Cc1ccc(C(=O)NCc2n[nH]c(=S)n2-c2ccccc2)cc1[N+](=O)[O-]	7	11	1581	-8	4	-1	-0.5	1	-2	/	2
COC(=O)Nc1ccc(S(=O)(=O)Nc2cnc3ccccc3n2)cc1	-8	5	1604	-7	-9	-8	-0.1	1.1	-4	-0.048	3
Cn1c(CN2CCOCC2)nnc1SCC(=O)Nc1ccc2c(c1)OCCO2	-3	6	1699	-3	-32	6	0.9	0.9	9	/	-1
CCN(Cc1ccccc1)C(=O)c1ccc(SC)cc1OC	-2	-14	1691	5	1	8	3.1	0.9	-13	0.11	-2
CC(C(=O)Nc1ccccc1)N(C)CCOc1ccc(Br)cc1 (stereo not drawn)	-14	-7	1461	5	-10	-17	-1.0	1.2	-1	-0.8	0
COc1ccc(-c2[nH]c3ccccc3c2SCCNC(=O)c2ccccc2)cc1	0	24*	1807	40	-18	-2	-0.6	1	8	-2	4
CN(C)C(=O)CN1CCN(C(=O)CCl)CC1	1	-3	1606	-9	-3	1	0.2	1	5	0.91	-1
Fc1cccc(Cl)c1CNn1cn[nH]c1=S	2	7	1603	18	-7	-4	9.8	1	3	0.34	-2
CC(=O)C1=C(C)NC(C)=C(C(C)=O)C1c1ccccc1	2	2	1519	-3	-2	7	0.2	0.9	2	0.7	2
Cc1ccccc1Cn1c(=O)sc2ccccc2c1=O	-7	3	1680	24	-11	-10	-0.8	1.1	4	0.79	4
COc1ccc2c(=O)c(-c3ccc4c(c3)OCO4)coc2c1	-7	11	1560	-9	-6	8	0.8	0.9	3	-0.44	2
O=C(Cc1coc(-c2ccc(F)cc2)n1)NCc1ccccc1	7	3	1534	-4	8	5	-1.8	0.9	1	-0.38	0
CCc1nn(CC(=O)NCCN2CCN(C)CC2)c(=O)c2cc3occc3n12	16	12	1607	-9	-36	-3	-2.5	1	8	/	-4
Cc1cc(OCC(O)CN2C(C)CCCC2C)ccc1C(C)C (stereo not drawn)	14	-5	1756	97*	-5	15	-0.1	0.8	-1	-0.52	1
Clc1ccc(SCc2nc3ccccc3[nH]2)cc1	8	7	1579	7	/	-9	-7.8	1.1	-2	-2.4	-6
O=S(=O)(NCc1cccs1)NCc1ccccc1F	-2	-1	1670	4	-15	-12	-0.1	1.1	14	/	0
CCC1CCCCN1C(=O)CCc1nnc(C2CCCCC2)o1 (stereo not drawn)	3	0	1554	-1	-1	-3	-0.4	1	7	1.3	3
CCN(CC)c1ccc(C(=O)NC(=S)N2CCN(Cc3ccc4c(c3)OCO4)CC2)cc1	-3	11	1669	-3	-19	0	-0.3	1	-6	-3.3*	1
Brc1ccc(/C=N/Nc2ccccn2)cc1	-9	10	1665	-9	11	-29	-0.2	1.3	3	0.052	4
CCC(=O)Oc1ccc2oc(=O)cc(C)c2c1	0	1	1465	-6	12	4	0.0	1	1	/	-1
O=c1c2cc3c(=O)n(-c4ccccc4O)c(=O)c3cc2c(=O)n1-c1ccccc1O	3	-1	1690	-2	-7	-5	1.6	1.1	4	0.79	2

The list goes on:
smiles	TLR4-MyD88 BLA	PPARg SRC-2 ag	TR-FRET SRC-2 ct	L major viab	S1P3 antag	bIAP inhibitor	DTT redox prof	bIAP activator	PPARg SRC1 recr	ROMK mod	PPARg SRC3 recr
COC(=O)c1ccc(NC(=O)CN2C(=O)CNC2=O)cc1	-17	3	1678	91*	/	11	0.2	0.9	4	-0.035	-2
COc1ccc(CSc2nnc(Cc3sc(-c4ccccc4)nc3-c3ccccc3)o2)cc1	8	10	3227*	10	/	14	-1.2	0.9	8	/	17
Cc1ccc(C(C(=O)NCc2ccco2)N(C(=O)CNC(=O)c2cccs2)c2ccc(C)cc2)cc1 (stereo not drawn)	3	-5	1422	-5	/	-1	1.9	1	-5	/	-1
C/C(=N\Nc1cc(C(F)(F)F)ccc1Cl)c1ccccc1O	-7	6	1521	-7	4	0	-0.3	1	4	0.025	3
Cc1ccc(-n2cc(CN3CCN(c4ccccn4)CC3)c(-c3ccc(F)cc3)n2)cc1	-5	8	1579	29	-11	15	-0.7	0.8	6	-1.1	4
COc1ccc(C(=O)NC(=S)Nc2nnn(C)n2)cc1	-8	10	1698	-6	-3	38	0.4	0.6	2	/	5
O=C1CC(C(=O)NC2CCCCC2)C2(CCCCC2)O1 (stereo not drawn)	2	9	1665	2	-13	0	0.9	1	5	-0.15	2
O=C(Nc1cnn(Cc2ccc(Cl)cc2Cl)c1)c1cc(-c2cccs2)on1	-1	5	1518	11	8	4	-0.8	1	6	2.5	6
O=C(NCc1cccnc1)/C(=C/c1ccc(-c2ccc(Cl)cc2)o1)S(=O)(=O)c1ccccc1	0	6	1551	101*	/	7	-1.2	0.9	13	/	9
CCOC(=O)C1CCCN(S(=O)(=O)c2cc(OCC(=O)NC3CCCCC3)c(C)cc2Cl)C1 (stereo not drawn)	-4	-1	1486	4	/	-2	1.2	1	-2	-1.5	2
O=C(NC(=S)NCCN1CCOCC1)c1cccc(Cl)c1	1	1	1455	1	/	4	2.5	1	-2	/	-6
CCOc1ccccc1C1CC(=O)Nc2c1c(=O)n(C)c(=O)n2C (stereo not drawn)	0	-10	1553	3	/	1	-0.7	1	2	/	1
O=C(C1CCCN(S(=O)(=O)Cc2ccccc2)C1)N1CCC(Cc2ccccc2)CC1 (stereo not drawn)	11	0	1549	7	/	1	1.1	1	-4	-1.9	-5
O=C(CN(C1CCCCC1)S(=O)(=O)c1ccc(F)cc1)NCc1ccncc1	-3	0	1401	2	/	4	1.2	1	-5	/	-13
c1ccc2c(c1)ccc1ncccc12	5	5	1619	2	-4	5	0.1	0.9	-7	/	1
COc1ccc(CN2CCN(S(=O)(=O)c3ccc(NC(C)=O)cc3)CC2)cc1OC	-8	-12	1580	6	-1	-16	0.7	1.2	6	/	5
Cc1csc(=Nc2c(C)n(C)n(-c3ccccc3)c2=O)n1Cc1ccccc1	-2	8	1495	-5	-2	2	2.9	1	13	/	-4
O=C(OCC(=O)N1N=C(c2ccc(Cl)cc2)CC1c1ccco1)c1ccco1 (stereo not drawn)	0	-3	1545	-2	1	10	-1.9	0.9	-6	-0.0069	2
CCCCNC(=S)Nc1ccccc1Cc1ccccc1	-19	3	1511	11	-3	12	-0.7	0.9	5	-0.8	4
COc1ccc(C(=O)N2CCN(S(=O)(=O)c3cc(Cl)ccc3OC)CC2)cc1	4	0	1471	-1	-7	-2	2.1	1	-3	/	-1
CCC(C)Sc1nc2c(c(=O)[nH]c(=O)n2C)n1CCc1ccccc1 (stereo not drawn)	-17	-5	1140	14	-22	14	0.2	0.9	-1	/	-2
O=C(NNS(=O)(=O)c1ccccc1F)c1sccc1-n1cccc1	-6	8	1575	7	-1	-1	-1.7	1	0	-0.011	1
COc1ccccc1NC(=S)NCCc1ccc(F)cc1	-3	-1	1376	12	-15	28	1.9	0.7	0	-0.12	1
O=S(=O)(c1ccc(S(=O)(=O)N2CCN(C/C=C/c3ccccc3)CC2)cc1)N1CCCC1	-12	8	1619	22	-19	3	0.7	1	-7	/	-2
CC1CCCCC1NS(=O)(=O)c1ccc(S(=O)(=O)NCc2ccncc2)cc1 (stereo not drawn)	0	-6	1555	-1	-12	2	0.7	1	-3	/	-10
Cc1oc(-c2ccccc2Cl)nc1CS(=O)CC(=O)NCc1cccs1 (stereo not drawn)	-8	8	1688	-3	/	5	-0.7	1	11	/	0
CCn1nc(C)c(NC(=O)c2ccc(Cl)cc2)c1C	5	4	1631	-7	-4	-3	-1.5	1	-5	-0.12	0
CCC1(CC)Cc2ccccc2C(N)=C1C#N	-12	12	1579	8	13	13	1.1	0.9	-3	/	6
O=C(NCc1ccccc1)c1cnc2n(c1=O)CCS2	3	1	1523	-4	-20	4	-0.9	1	9	/	2
O=C(CSc1nnc(-c2c[nH]c3ccccc23)o1)c1ccc(-c2ccccc2)cc1	0	2	1470	-3	-6	16	0.5	0.8	4	/	-4
COC(=O)CN1C(=S)N(c2ccc(Cl)cc2)C(=O)C1CC(=O)Nc1ccc(F)cc1 (stereo not drawn)	2	6	1860	-4	-2	5	0.1	0.9	10	/	1

Complete entries, quoted from the list. Screens in order: TLR4-MyD88 BLA	PPARg SRC-2 ag	TR-FRET SRC-2 ct	L major viab	S1P3 antag	bIAP inhibitor	DTT redox prof	bIAP activator	PPARg SRC1 recr	ROMK mod	PPARg SRC3 recr
O=C(NCc1cccnc1)/C(=C/c1ccc(-c2ccc(Cl)cc2)o1)S(=O)(=O)c1ccccc1 is listed as 0	6	1551	101*	/	7	-1.2	0.9	13	/	9
c1ccc2c(c1)ccc1ncccc12 is listed as 5	5	1619	2	-4	5	0.1	0.9	-7	/	1

Compound activity deposited in PubChem by several laboratories.
